Screening results from PubChem.
NSD2 HMT inh – NSD2 histone methyltransferase inhibitors, primary screen, biochemical, AlphaScreen, single concentration, set 2; NSD2 peptide methylation, 120 min; Histone-lysine N-methyltransferase NSD2 (Homo sapiens), O96028; 310,000 tested, 0.54% active; inhibition, % at 12.5 µM; in the data active = inhibition above about 50%
SR-BI uptake up – activators of SR-BI mediated DiI-HDL uptake, primary screen, ldlA[mSR-BI] CHO cells, DiI fluorescence; 3 h; 100 = double the neutral-control signal; activation, % at 12.5 µM; 320,000 tested, 0.096% active; AID 504775, 2011;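 active = mean replicate activation of at least 60% and every replicate at or above 60%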;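 note: 0% = median plate neutral-control signal and 100% = twice that signal; values of inactives mirror those of a sister screen read the other way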
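material = CHO ldlA[mSR-BI] cells | medium = Ham's F12 with 0.5% BSA, HEPES 25 mM, pH 7.4 | reagent = fluorescent DiI-HDL, 10 µg/mL final | compound dosing = single-point compound dose | incubation = 3 h, 37 °C | measured by = bottom-read fluorescence, 550/595 nm | measure = HDL uptake via cellular fluorescence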
LANA DNA inh – inhibitors of KSHV C-LANA binding to DNA, primary screen, biochemical, fluorescence polarization, FAM-LBS DNA, MBP-C-LANA, single point; AID 504423, 2011; 340,000 tested, 0.078% active; inhibition, % at 9 µM; Kaposi's sarcoma herpesvirus LANA C-terminal domain (residues 932-1162) DNA binding;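 active = highest replicate inhibition at or above 60% at 9 µM, even if other replicates fall short; inactive = all replicates below 60% inhibition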;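 note: 0% = neutral control wells and 100% = 4 µM acridine orange control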
DAGLB inh – DAGLB lipase inhibitors, primary screen, biochemical, fluorescence, HTS. 340,000 tested, 0.059% active. Diacylglycerol lipase-beta (Homo sapiens), Q8NCG7. inhibition, % at 5.17 µM. AID 504411, 2011. HEK293T DAGLB membrane lysate, EnzChek fluorogenic substrate; in the data active = inhibition above about 34%;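 note: 0% = enzyme with vehicle and 100% = wells lacking enzyme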
Arrestin-AP2 inh – inhibitors of beta-arrestin/AP2 binding, primary screen, biochemical, GPCR trafficking, flow cytometry; FITC-arrestin peptide / GST-AP2 beads; AP2 beta2 appendage carries R879A mutation; 340,000 tested, 0.31% active; inhibition, % at 10 µM;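 active = inhibition above a set limit, near 3 SD of compounds lacking own fluorescence, cut at about 54% in these data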;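 note: plate controls were DMSO wells for no effect and 5 µM unlabelled arrestin peptide for full effect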
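System: GST-AP2 R879A bound to glutathione beads, E. coli-expressed. Also added: 50 nM FITC-arrestin peptide. Schedule: compound with beads 12 min RT, then probe 1 h RT. Signal: bead flow cytometry, FITC channel. Read-out basis: percent response.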
SR-BI DiI inh – inhibitors of SR-BI mediated HDL lipid uptake, primary screen, ldlA[mSR-BI] cells, fluorescence, single point | ldlA[mSR-BI] CHO cells, DiI-HDL uptake fluorescence, 3 h | inhibition, % at 12.5 µM | 320,000 tested, 0.96% active | Scavenger receptor class B member 1 (Mus musculus), Q61009;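 active = mean replicate inhibition of at least 70% and a set share of replicates each scoring 70 or more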;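 note: 0% = median of neutral control wells and 100% = median of positive control wells; values of inactives mirror those of a sister screen read the other way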
Target sequence (Q61009 whole entry, looked up): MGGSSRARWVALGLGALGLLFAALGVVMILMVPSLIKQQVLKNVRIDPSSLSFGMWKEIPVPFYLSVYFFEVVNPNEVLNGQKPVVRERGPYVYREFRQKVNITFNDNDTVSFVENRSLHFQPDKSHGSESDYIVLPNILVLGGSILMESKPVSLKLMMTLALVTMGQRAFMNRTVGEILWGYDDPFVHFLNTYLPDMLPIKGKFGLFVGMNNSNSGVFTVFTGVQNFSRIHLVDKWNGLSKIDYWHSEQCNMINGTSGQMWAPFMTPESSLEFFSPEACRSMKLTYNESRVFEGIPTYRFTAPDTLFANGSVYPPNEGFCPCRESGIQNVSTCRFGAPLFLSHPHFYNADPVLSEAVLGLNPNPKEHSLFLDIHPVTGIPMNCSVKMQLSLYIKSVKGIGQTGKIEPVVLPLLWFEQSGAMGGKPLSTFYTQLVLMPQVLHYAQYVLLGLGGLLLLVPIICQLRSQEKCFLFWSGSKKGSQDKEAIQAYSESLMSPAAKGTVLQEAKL
Cardiac RTF inh – cardiac RTF calcium sensitivity inhibitors, primary screen, biochemical, IANBD-TnC fluorescence, EC70 calcium | inhibition, % at 7.15 µM | Troponin I, cardiac muscle (Homo sapiens) + Troponin T, cardiac muscle (Homo sapiens) + … | 340,000 tested, 0.12% active | IANBD-labeled cardiac RTF, Ca2+ fluorescence;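 active = inhibition above the mean inhibition of all tested compounds plus 3 SD, cut at about 17% in these data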;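 note: assay run at fixed EC70 calcium of 1.6 mM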
PKA-R2B act – activators of PKA-R2B holoenzyme, primary screen, biochemical, fluorescence polarization, Cy5-IP20, human; activation, % at 11.4 µM; PKA-R2B holoenzyme dissociation; R2B truncated from residue 108, S112A mutant; 0% DMSO only, 100% 113 µM cGMP; 340,000 tested, 0.079% active; cAMP-dependent protein kinase catalytic subunit beta (Homo sapiens) + cAMP-dependent …; AID 504700, 2011;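 active = activation above a cutoff set at the mean over all compounds plus 3 SD, cut at about 18% in these data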;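 note: higher means more holoenzyme dissociation and a rise in polarization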
Target sequence (P31323 whole entry, looked up, other chains not shown, the tested form may be a part): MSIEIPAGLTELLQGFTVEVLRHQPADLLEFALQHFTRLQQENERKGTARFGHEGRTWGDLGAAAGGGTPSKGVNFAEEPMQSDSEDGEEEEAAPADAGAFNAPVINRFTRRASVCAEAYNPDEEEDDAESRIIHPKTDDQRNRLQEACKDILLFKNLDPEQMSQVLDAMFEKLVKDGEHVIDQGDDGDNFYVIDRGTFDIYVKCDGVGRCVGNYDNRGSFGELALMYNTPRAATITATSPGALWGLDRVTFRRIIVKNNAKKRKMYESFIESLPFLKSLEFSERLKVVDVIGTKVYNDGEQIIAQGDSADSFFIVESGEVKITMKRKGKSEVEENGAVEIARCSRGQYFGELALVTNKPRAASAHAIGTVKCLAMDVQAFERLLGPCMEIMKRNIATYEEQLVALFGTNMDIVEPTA
Keap1-Nrf2 PPI – Keap1-Nrf2 protein-protein interaction inhibitors, primary screen, biochemical, fluorescence polarization, single point | AID 504523, 2011 | inhibition, % at 9.4 µM | 340,000 tested, 0.15% active | Keap1 Kelch-Nrf2 peptide fluorescence polarization, 1536-well; in the data active = inhibition above about 12%;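 note: human Keap1 Kelch domain with fluorescein labeled Nrf2 9mer peptide probe; 0% = neutral control wells and 100% = peptide positive control; higher means more block of Keap1 binding to Nrf2 peptide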
PvdQ acylase – P. aeruginosa PvdQ acylase inhibitors, primary screen, biochemical, fluorescence, plate reader and imaging, single point; PvdQ acylase [Pseudomonas aeruginosa LESB58]; inhibition, % at 10 µM; AID 488965, 2010; purified PvdQ acylase; 340,000 tested, 0.063% active; in the data active = inhibition above about 30%, passing the limit was not always enough;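 note: 0% = vehicle neutral wells and 100% = reference inhibitor wells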
An asterisk follows results filed as active; . = no result given.

NSD2 HMT inh,SR-BI uptake up,LANA DNA inh,DAGLB inh,Arrestin-AP2 inh,SR-BI DiI inh,Cardiac RTF inh,PKA-R2B act,Keap1-Nrf2 PPI,PvdQ acylase,Compound
-1,-13,0.0,-9,-12,13,8,0,3,-9,CCOC(=O)c1c(-c2ccc(OC)cc2)csc1NC(=O)C1CCCO1 (configuration not stated)
-2,-39,-0.7,-3,34,39,-5,-1,3,2,COc1ccc([N+](=O)[O-])cc1NC(=O)CSCc1ccccc1C
-4,.,0.0,-1,-1,.,-8,8,1,-7,COc1ccc(Cl)cc1N(CC(=O)NCCSc1ccccn1)S(=O)(=O)c1ccccc1
31,12,0.8,2,12,-12,-11,2,2,-4,Cc1c(NC(=O)COc2cccc3c2OC(C)(C)C3)c(=O)n(-c2ccccc2)n1C
0,-49,-1.9,0,3,49,-5,-15,-2,-1,COc1ccc(NC(=O)c2cn(-c3ccccc3)nc2-c2ccncc2)cc1
1,12,-3.6,-1,14,-12,-3,7,5,12,O=C(NCc1cccnc1)c1cccc(S(=O)(=O)N2CCOCC2)c1
2,16,-1.4,2,7,-16,1,-5,-4,6,CC(=O)c1ccc(OCCNS(=O)(=O)c2ccc(-n3cnnn3)c(C)c2)cc1
-5,11,-0.3,5,7,-11,-9,-3,0,-8,Cn1c(=O)c2[nH]c(Cc3ccsc3)nc2n(C)c1=O
.,0,1.1,2,-9,0,-3,4,2,3,COC(=O)c1ccc(C(=O)OC)c(NC(=S)N2CCOCC2)c1
-3,-19,-0.8,6,33,19,-5,-3,0,-8,CC(NC(=O)c1ccccc1OC(F)F)c1ccc(-n2ccnc2)cc1 (configuration not stated)
-1,0,-0.1,-2,0,0,-1,-3,4,-6,Cc1cc(C)n2c(SCC(=O)NCc3ccco3)nnc2n1
.,-9,1.9,7,14,9,0,-7,-1,7,COc1cc(O)c2c(=O)c3c(O)ccc(O)c3oc2c1
-3,-6,-0.5,0,-7,6,2,-8,-3,-12,COCCCNC(=O)C1c2ccccc2Oc2ccccc21
1,-20,0.4,0,10,20,-5,-10,1,17,CC(C)[C@H](NC(=O)OCc1ccccc1)C(=O)OCC(=O)N1CCN(c2ccccc2)CC1
2,-21,-0.6,-1,-12,21,-8,-1,3,-2,COc1cccc(CN2CCN(CC(=O)Nc3ccccc3Cl)CC2)c1
-2,21,0.7,0,-7,-21,-4,2,-2,-9,CC(=O)C1=NOC2C(=O)N(c3ccc(Cl)cc3)C(=O)C12 (configuration not stated)
-1,17,0.1,1,6,-17,-10,-3,-6,-3,NC(=O)c1cccc2c(=O)oc3ccccc3c12
1,-8,1.2,1,5,8,-7,-1,-3,-7,COC(=O)C(NC(=O)CCc1nnc2ccc(N3CCCCC3)nn12)C(C)C (configuration not stated)
28,-13,-1.9,-2,-10,13,-9,-13,0,0,Cc1cc(C)cc(OC(C)C(=O)Nc2ccc3c(c2)n(C)c(=O)n3C)c1 (configuration not stated)
0,-14,0.9,0,-4,14,2,5,-3,15,N#C/C(C(N)=O)=C1/CCc2ccccc2N1
5,-11,1.4,0,7,11,-4,-9,2,11,O=C(Nc1nc2ccccc2[nH]1)c1ccccc1O
6,-18,0.6,1,-20,18,-12,0,1,-9,CCNC(=S)N(CCc1ccc(OC)c(OC)c1)Cc1cc2cc(OC)ccc2[nH]c1=O
3,-20,-0.5,-2,26,20,-8,8,-2,2,Cc1ccccc1C(=O)NCC(c1ccco1)N1CCc2ccccc21 (configuration not stated)
-3,30,-1.3,0,-3,-30,0,-1,-1,-12,COc1ccc(CN2C(=O)c3cccnc3C2=O)cc1S(=O)(=O)NC(C)C

The final 2 records of the part before open the next one.
NSD2 HMT inh,SR-BI uptake up,LANA DNA inh,DAGLB inh,Arrestin-AP2 inh,SR-BI DiI inh,Cardiac RTF inh,PKA-R2B act,Keap1-Nrf2 PPI,PvdQ acylase,Compound
3,-20,-0.5,-2,26,20,-8,8,-2,2,Cc1ccccc1C(=O)NCC(c1ccco1)N1CCc2ccccc21 (configuration not stated)
-3,30,-1.3,0,-3,-30,0,-1,-1,-12,COc1ccc(CN2C(=O)c3cccnc3C2=O)cc1S(=O)(=O)NC(C)C
-2,24,-0.5,0,-21,-24,-8,3,0,-18,CCCNC(=O)c1ccc(N2CC3CC(C2)c2cccc(=O)n2C3)c(NC(=O)Nc2ccc(CC)cc2)c1 (configuration not stated)
.,-9,0.8,11,-17,9,-10,-12,-1,-22,O=C1NC[C@H](Cc2ccccc2)N(C[C@H]2CCCN2C[C@H](Cc2ccccc2)N2C[C@H](Cc3ccc(O)cc3)N(CC3CCCCCC3)C(=O)C2=O)C1=O
-2,12,0.6,0,-19,-12,-2,12,3,-8,CN(C(=O)COC(=O)Cc1c(Cl)cccc1Cl)C1CCS(=O)(=O)C1 (configuration not stated)
-1,-23,-5.7,2,50,23,-4,10,2,2,O=C1CN(c2nc(-c3cccnc3)nc3sc4c(c23)CCCC4)CCN1
2,-10,0.4,-11,-1,10,2,6,-5,-6,CCCCNc1c2c(nc3c(-c4ccccc4)c(C)nn13)CCC2
6,4,-0.3,1,3,-4,-5,-7,-4,-14,CCN1CCN(C(=O)c2ccc(CN(c3ccccc3)S(=O)(=O)c3ccccc3)cc2)CC1
.,13,-0.2,-2,22,-13,7,-8,3,-4,CC(C)(C)c1ccc(OCc2ccc(C(=O)Nc3cccnc3)o2)cc1
-1,27,-1.7,-3,11,-27,-4,1,-1,-3,C/C(=N\NC(=O)c1cccnc1)c1cc2ccccc2o1
2,8,-1.2,3,-3,-8,-6,-1,-5,11,Cc1ccc2[nH]c(=O)c(CN(CC3CCCO3)C(=O)c3ccncc3)cc2c1 (configuration not stated)
-2,-11,-0.3,2,-15,11,-2,-10,2,-11,CC1(C)Cc2ccccc2C(=C(C#N)C#N)N1
0,.,0.1,1,3,.,-14,1,-8,-14,CC1(C)Cc2nc3sc(C(N)=O)c(N)c3cc2CO1
-1,-8,0.7,2,16,8,-1,5,-2,3,Nc1c(C(=O)CSc2nccn2-c2ccc(Cl)cc2)c(=O)[nH]c(=O)n1C1CC1

Reprinted from the part before: 2 entries, then new ones.
NSD2 HMT inh,SR-BI uptake up,LANA DNA inh,DAGLB inh,Arrestin-AP2 inh,SR-BI DiI inh,Cardiac RTF inh,PKA-R2B act,Keap1-Nrf2 PPI,PvdQ acylase,Compound
0,.,0.1,1,3,.,-14,1,-8,-14,CC1(C)Cc2nc3sc(C(N)=O)c(N)c3cc2CO1
-1,-8,0.7,2,16,8,-1,5,-2,3,Nc1c(C(=O)CSc2nccn2-c2ccc(Cl)cc2)c(=O)[nH]c(=O)n1C1CC1
2,-57,-0.1,-2,6,57,3,8,3,1,CC(=O)Nc1nnc(SCc2ccc(C(=O)Nc3ccccc3F)cc2)s1
3,-22,0.4,3,7,22,1,-4,-2,-17,CCCCC(=O)Nc1cccc(NC(=O)c2cccnc2Cl)c1
-4,8,2.1,2,1,-8,-9,7,1,-12,CC1CN(Cc2ccccn2)CCC1=O (configuration not stated)
.,2,0.5,-1,1,-2,-6,-14,0,6,CCn1c(SCc2c(F)cccc2Cl)nnc1-c1ccco1
-1,-2,3.1,-2,25,2,-2,6,-1,11,Cc1occc(=O)c1OCc1ccc(Cl)cc1Cl
5,2,-1.6,8,-6,-2,-3,8,-2,-10,CCOC(=O)Nc1ccc2c(c1)N(C(=O)CCN(C)C)c1ccccc1S2
3,-7,0.4,-2,-12,7,9,-9,-6,7,Cc1ccc(S(=O)(=O)N2CCCCC2)cc1NC(=O)c1cccs1
.,2,2.4,-1,6,-2,-4,0,-3,-8,Cn1c(C(=O)N2CCCC(C(=O)NCCN3CCOCC3)C2)cc2sccc21 (configuration not stated)
-3,-10,1.1,-11,2,10,-7,-4,3,1,OC(COCC(F)(F)C(F)(F)C(F)(F)C(F)F)Cn1c2ccc(Cl)cc2c2cc(Cl)ccc21 (configuration not stated)
-1,.,1.6,-2,-12,.,-19,-4,3,-5,CCn1c(CCNS(=O)(=O)c2ccccc2Br)nnc1SC
1,21,0.2,-1,-7,-21,-1,7,-8,-11,NC(=O)C1=C(N)c2ccccc2C1c1ccccc1 (configuration not stated)
-1,8,-0.8,2,3,-8,1,13,-1,-2,COc1ccccc1CC(=O)Nc1ccc(OC)c(OC)c1
0,5,-1.9,-4,-5,-5,-1,-7,1,8,Cc1ccc(S(=O)(=O)Oc2ccc3c(c2)O/C(=C\c2cccnc2)C3=O)cc1
1,-19,-1.9,0,-7,19,-13,-2,-3,-7,COCCNC(=S)N1CCC(c2nc(-c3ccc(N(C)C)cc3)no2)CC1
0,5,-1.0,3,13,-5,-4,1,1,1,Cc1cc(C)c2oc(C(=O)N(Cc3ccc(F)cc3)C3CCS(=O)(=O)C3)cc(=O)c2c1 (configuration not stated)
